Screening results as filed in PubChem.
MC4R antag cAMP: blocks human MC4R cAMP signaling; P32245; MC4R-expressing cells, MTII-stimulated cAMP, LANCE TR-FRET; inhibition, % at 6.5 µM; 360,000 tested, 0.48% active; AID 540295;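 active = inhibition above its plate's cutoff, the mean of tested wells on that plate plus 3 SD, cut at about 29% in these data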;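 also: 0% = Melanotan II alone and 100% = Melanotan II plus saturating MCL0020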
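Material: human MC4R-expressing U2OS cells. Probe or stimulus: Melanotan II challenge. Dosing: 6.5 µM single dose. Times: 30-min compound, 1-h challenge, 1-h detection, room temperature. Technique: TR-FRET with Eu-cAMP and labeled anti-cAMP, 671 nm. Replication: singlicate.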
HTR2A ag: agonists of mouse serotonin 5-HT2A receptor (HTR2A). P35363. CHO-K1 mHTR2A beta-arrestin complementation, luminescence; percent of 30 µM serotonin response. activation, % at 7.6 µM. 360,000 tested, 0.66% active. AID 624169;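 active = activation above a run cutoff, the mean activation of all tested compounds plus 3 SD, cut at about 14% in these data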;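 also: 0% = plate median of compound wells and 100% = 30 µM serotonin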
Target sequence (P35363 whole entry, looked up): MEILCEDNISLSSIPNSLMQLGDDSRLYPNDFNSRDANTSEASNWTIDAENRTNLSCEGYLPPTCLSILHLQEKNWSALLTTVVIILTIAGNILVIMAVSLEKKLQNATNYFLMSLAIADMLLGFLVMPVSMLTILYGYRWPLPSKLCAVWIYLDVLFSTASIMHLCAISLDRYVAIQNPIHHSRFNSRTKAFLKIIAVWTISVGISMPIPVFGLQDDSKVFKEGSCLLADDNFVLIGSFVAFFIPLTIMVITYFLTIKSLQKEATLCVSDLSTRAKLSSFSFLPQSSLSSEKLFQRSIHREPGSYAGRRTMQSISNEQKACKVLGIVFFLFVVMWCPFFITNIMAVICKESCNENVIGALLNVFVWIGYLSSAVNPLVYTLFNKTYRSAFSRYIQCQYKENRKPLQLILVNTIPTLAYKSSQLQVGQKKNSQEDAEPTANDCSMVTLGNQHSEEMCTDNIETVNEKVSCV
ABCB6 inh 2: human ABCB6 transporter inhibition. 360,000 tested, 0.19% active. fluorescence ratio to DMSO, % at 10 µM. Q9NP58. K562-ABCB6 porphyrin accumulation, flow cytometry, 1 h; stronger effect = lower value;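 active = fluorescence ratio to DMSO below 75%, the collection mean minus 3 SD; inconclusive = too few cells collected in the well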;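 also: signal is porphyrin accumulated inside mitochondria; 100% equals median channel fluorescence of DMSO control wells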
PDI turbidity: blocks human protein disulfide isomerase activity; P07237; PDI insulin aggregation turbidity, A650, 90 min; inhibition, % at 10 µM; 350,000 tested, 0.052% active;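 active = mean inhibition across replicates of 30% or more, whatever share of single replicates reach that level; inconclusive = mean inhibition below 30% while every single replicate reaches 30%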;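 also: absorbance from insulin aggregation driven by PDI reduction with DTT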
Target sequence (P07237 whole entry, looked up): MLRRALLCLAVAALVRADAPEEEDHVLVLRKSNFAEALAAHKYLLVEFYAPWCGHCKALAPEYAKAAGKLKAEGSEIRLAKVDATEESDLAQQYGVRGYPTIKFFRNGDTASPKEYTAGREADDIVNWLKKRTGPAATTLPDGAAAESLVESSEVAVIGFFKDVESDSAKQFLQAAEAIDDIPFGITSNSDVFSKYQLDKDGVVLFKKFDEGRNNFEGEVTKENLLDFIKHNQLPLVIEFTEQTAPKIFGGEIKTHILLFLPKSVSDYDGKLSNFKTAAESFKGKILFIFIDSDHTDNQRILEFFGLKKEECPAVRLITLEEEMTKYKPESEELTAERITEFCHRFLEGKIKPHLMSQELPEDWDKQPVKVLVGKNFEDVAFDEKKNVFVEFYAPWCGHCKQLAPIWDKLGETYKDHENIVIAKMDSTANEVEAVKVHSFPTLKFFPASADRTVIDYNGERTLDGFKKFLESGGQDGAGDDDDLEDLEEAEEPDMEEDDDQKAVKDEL
N-glyco inh: N-linked glycosylation inhibition; D54 ERlucT glycosylation luciferase reporter, 24 h; percent of 100 nM tunicamycin response; reporter increase, % at 12.5 µM; 360,000 tested, 0.23% active; AID 588692;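 active = mean luciferase reporter signal, scaled so untreated is 0 and the glycosylation-blocking control 100, at or above a set limit in every replicate; inconclusive = mean reaches the limit but not every replicate does; inactive = mean below the limit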;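 also: luciferase carries N-glycosylation sites so blocking glycosylation raises the light; 0% = median of neutral control wells and 100% = median of 100 nM tunicamycin wells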
Vif imaging: inhibitors of HIV Vif | 340,000 tested, 0.35% active | inhibition, % at 7.49 µM | HEK293T cells, Vif self-association by quenched fluorescence, imaging, 24 h; in the data active = inhibition above about 50%, passing the limit was not always enough; inconclusive = no clear call, values can overlap the other calls; inactive = below about 31%; also: some results filed as inactive read as strong as hits
MC4R barr agon: activates human MC4R beta-arrestin recruitment; P32245; U2OS MC4R beta-arrestin complementation, luminescence; percent of melanotan II response, DMSO zero; activation, % at 8.9 µM; 360,000 tested, 0.98% active; AID 540308;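 active = activation above a per-plate cutoff, the mean activation of sample wells on that plate plus 3 SD, cut at about 8% in these data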
aDG glyco act: increases alpha dystroglycan glycosylation; 360,000 tested, 0.22% active; activation, % at 10 µM; AID 624168; Pro5-aDG cells, alpha-DG glycosylation AlphaScreen (IIH6); 0% Pro5, 100% B10-LARGE cell signal;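 active = activation of at least 8% versus controls, or a plate z-score of at least 8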;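 also: Pro5 are CHO cells carrying HIG-tagged alpha-DG that lacks glycosylation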
CaV13 ICDI inh: Primary screen for inhibitors of IQ motif and Ca2+-dependent inactivation inhibitor domain binding in CACNA1D, Förster resonance energy transfer in living cells, … | 340,000 tested, 0.098% active | HEK cells, CFP/YFP FRET ICDI-IQ, plate reader, 10 min; percent FRET-ratio fall versus neutral wells | inhibition, % at 12.3 µM;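 active = mean replicate inhibition of at least 30% and at least 1% of replicates passing that level; inconclusive = only one of the two criteria is met; inactive = neither criterion is met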;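 also: 0% = median of the neutral control wells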
H9c2 protect: protects H9c2 cardiomyocytes from peroxide injury; H2O2 injury protection, ATPLite, 2 h; AID 588492; protection from H2O2 cell death, % at 20 µM; 360,000 tested, 0.63% active;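 active = compounds giving at least 50% protection of heart cells from peroxide-induced death in the single-dose screen, raw or plate-pattern-corrected value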;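 also: 0% = DMSO wells with peroxide and 100% = DMSO wells without peroxide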
Starred values were filed as active, the others as inactive; i = inactive; ? = inconclusive; nt = not tested or not shown; & = joins results of further samples.

Under each structure – MC4R antag cAMP	HTR2A ag	ABCB6 inh 2	PDI turbidity	N-glyco inh	Vif imaging	MC4R barr agon	aDG glyco act	CaV13 ICDI inh	H9c2 protect
> CCOc1c(C)cc(S(=O)(=O)NCc2cccnc2)c(C)c1C
    -1	2	95	4	1	4	0.3	0.1	-20	-2
> Cc1nn(-c2cc(C)c3ccccc3n2)c2c1CCC2
    1	2	87	1	0	4	0.2	0.1	-6	-7
> CCOC(=O)C(=CNc1ccccc1N1CCOCC1)C(=O)OCC
    -7	6	96	-3	-1	-4	0.4	0.1	-5	11
> CC(=O)C1(O)C(C)CC2C3CC(F)C4(O)CC(O)CCC4(C)C3CCC21C (configuration not stated)
    15	-1	104	-8	0	12	0.2	0.2	-10	3
> N#C/C(=C\c1cccs1)C(=O)Nc1nccs1
    -1	3	99	1	1	-26	-0.3	0.3	-4	-19
> COC(=O)C1=C(C(C)=O)C(c2ccc(C)cc2)n2nnnc2N1 (configuration not stated)
    -2	2	122	-38	1	-8	0.1	0.1	-3	4
> CCCC1OC23CCCCC2C(C#N)(C(=N)O3)C1(C#N)C#N (configuration not stated)
    0	2	80	0	2	0	-2.8	-0.1	-10	0
> CCC(NC(=O)OCc1ccccc1)C(=O)Oc1ccc2ccc(=O)oc2c1 (configuration not stated)
    16	5	96	1	1	8	-1.4	-0.1	-3	6
> COCCNC(=O)c1ccccc1NC(=O)c1cc(OC)cc(OC)c1
    18	2	106	0	-1	3	-1.2	-0.3	-5	6
> CC(C)c1nnc(NC(=O)CCC(=O)NCc2ccco2)s1
    9	-2	92	-6	2	-1	-0.8	-0.1	nt	5
> COc1ccccc1C(=O)NCCn1cc(SCC(=O)NCc2ccco2)c2ccccc21
    11	-1	92	0	-2	-6	-1.0	0.2	-7	1
> Nn1c(Cc2cccc3ccccc23)nnc1SCc1ccccc1Cl
    -1	0	106	-4	-3	?	0.4	0.3	-5	-4
> C=CCC1(CC=C)CCCN1C(=O)c1cc(COc2ccc(C)nc2)on1
    -5	3	103	-7	-2	1	-2.4	2.4	-2	-12
> COc1ccc2c(COC(=O)CNS(=O)(=O)c3ccc(C)c(C)c3)cc(=O)oc2c1
    26	-2	101	3	2	nt	1.1	0.2	-3	0
> CCCCOc1ccc(C(=O)NCCOc2cccc(OC)c2)cc1
    -2	-8	99	-3	-1	1	0.2	0.3	-4	-4
> Cc1cc(NC(=O)CSc2nc(=O)n(CCN(C)C)c3c2CCCC3)no1
    12	3	105	3	1	-5	-0.1	-0.2	-10	8
> CCCCCCCC(O)CC(CC1CCCCC1)C(=O)NN (configuration not stated)
    4	1	100	0	-1	3	6.7	-0.1	-2	1
> COc1ccc(C(O)c2nccc3cc(OC)c(OC)cc23)cc1OC (configuration not stated)
    3	2	90	-2	-2	1	0.1	0.0	-13	-10
> COc1ccc(CNC(=O)C[C@H]2C[C@H](C(=O)N(C(C)C)C(C)C)[C@@]3(C)c4[nH]c5ccc(Cl)cc5c4CCN3C2=O)cc1OC
    5	-5	90	13	2	nt	-1.3	0.0	-4	1
> CCCCOc1cccc(-c2cc(C(=O)NNC(=S)NCC)c3ccccc3n2)c1
    -1	0	102	-7	0	-4	-0.5	-0.2	-3	-12
> Cc1cc(C)nc(SCC(=O)Nn2cnnc2)n1
    -6	1	99	14	1	14	-2.0	0.1	nt	0
> COCCCNC(=O)C1CC(=O)OC1c1ccc(OC)c(OC)c1 (configuration not stated)
    -4	-4	96	25	1	-10	0.5	0.4	-4	6
> CCOc1ccc(NC2c3ccccc3C(=O)N2Cc2ccc3c(c2)OCO3)cc1 (configuration not stated)
    16	-5	96	nt	-7	-5	2.1	-0.2	-7	-13
> CCn1c(SCC(=O)O)nnc1-c1cc2c(C)nn(-c3ccccc3)c2s1
    -1	1	79	-10	2	-5	0.4	-0.1	-7	2
> COc1ccc(-c2c(-c3ccccc3OC)sc3ccccc23)cc1C=O
    1	-9	94	-5	-2	-1	0.7	0.2	-12	-2
> COC(=O)c1c(NC(=O)c2ccco2)sc2c1CCN(C(C)C)C2
    -7	3	89	0	3	0	-2.7	0.8	-8	8
> CCCOc1ccc(C2/C(=C(\O)c3c(C)[nH]c(C(=O)OC)c3C)C(=O)C(=O)N2CCN(C)C)cc1 (configuration not stated)
    3	-4	102	2	-2	27	-1.3	-0.1	-8	-16
> CSc1ccccc1NC(=O)c1cc2c(=O)n3ccccc3nc2s1
    2	8	102	10	3	i	3.2	0.2	-8	-3
> COc1ccc(C2CC(=O)Oc3cc(OC)ccc32)cc1 (configuration not stated)
    20	1	100	0	3	0	-0.4	-0.2	-9	6
> CCOc1ccc(N(CC(=O)Nc2ccc(OC)cc2)S(=O)(=O)c2c(C)noc2C)cc1
    -2	8	93	-1	1	3	0.9	0.0	7	-5
> CCOC(=O)c1c(NC(=O)c2ccccc2Cl)sc2c1CCc1ccccc1-2
    16	-3	95	10	-2	-3	-2.0	0.1	-8	-3
> COc1ccc(N2CCN(C(=O)CSc3nnc4c(C)cc5cc(C)ccc5n34)CC2)cc1
    -2	1	91	6	7	-9	-1.5	0.2	-4	39
> COc1ccc(OC)c(CCNC(=O)Cn2nc(C)c3c(C)n(-c4ccccc4)nc3c2=O)c1
    -5	-2	104	8	0	0	1.2	0.4	-3	-1
> COCCCN1CC23C=CC(O2)C(C(=O)O)C3C1=O (configuration not stated)
    3	0	97	nt	2	-9	-1.3	0.2	-2	-7
> COc1ccc(S(=O)(=O)Nc2ccc3c(c2)C(=O)N([C@@H](C)CO)C[C@H](C)[C@H](CN(C)S(=O)(=O)c2ccc(F)cc2)O3)cc1
    -1	-2	109	14	-2	5	-0.8	-0.1	-6	3
> CN(C)c1ccc(/C=C2\SC(=O)N(CCc3nnc(N)s3)C2=O)cc1
    -14	-9	114	5	-21	96*	1.6	-0.1	-7	-28
> COc1ccc(N2CCN(C(=O)c3cccc(NS(=O)(=O)c4cccc(F)c4)c3)CC2)cc1
    3	3	94	-6	1	1	-1.7	-0.1	nt	5
> Cc1cccc(N2CCN(C(=S)Nc3ccc4nc(N5CCN(C)CC5)cc(C)c4c3)CC2)c1C
    7	-7	88	4	-20	-13	11*	-0.3	-7	-18
> O=C(NCc1ccco1)c1cc(-c2cccnc2)nc2ccccc12
    0	-4	95	2	1	3	-3.0	0.2	-7	2
> CN(Cc1nc(-c2ccccc2)no1)C(=O)c1ccc2c(c1)OCO2
    5	7	101	-1	1	-5	-0.9	0.0	-2	-2
> COC(=O)c1cc(OC)c(OC)cc1NC(=O)Nc1ccccc1F
    -4	-3	97	21	1	12	-3.5	-0.1	-19	-5
> CCCCn1nnnc1C1(C)CCC(=O)N1CCOC (configuration not stated)
    nt	-1	92	nt	nt	nt	nt	-0.3	-8	nt
> CCOC(=O)N1CCN(C(=O)/C(=C/c2cccc3ccccc23)NC(=O)c2ccc(OC)cc2)CC1
    -4	0	93	10	-4	-6	-2.9	0.4	-6	-1
> CC[C@@H](C)[C@@H]1CN([C@@H](C)CN2CCC[C@H]2CN2C(N)=NC[C@@H]2Cc2ccccc2)C(=N)N1CCc1ccc(Cl)c(Cl)c1
    23	-9	93	21	3	-3	0.8	-0.3	nt	-1
> O=C(Nc1ccc2oc(-c3ccccc3)nc2c1)C1CCCO1 (configuration not stated)
    5	3	96	-17	-3	-5	-0.7	0.1	-4	-6
> Cc1cc(C2C(=O)CC(=O)CC2c2ccccc2)on1 (configuration not stated)
    7	-1	93	18	1	6	-1.4	-0.3	-1	2
> O=C(NCc1ccc(OC(F)(F)F)cc1)c1cccc2c1C(=O)c1ccc(N3CCC(Cc4ccccc4)CC3)cc1S2(=O)=O
    0	-3	189	-1	-1	nt	-2.8	1.8	-14	-3
> O=C(CCn1cnnn1)Nc1ccc(Cl)cc1Cl
    -1	1	102	0	1	2	-0.5	0.3	-3	-6
> O=C1c2cccc3cccc(c23)C(=O)N1CCO
    4	4	101	7	2	8	2.7	0.0	-12	-1
> O=c1cc(N2CCCC2)c(-c2ccccc2)n[nH]1
    8	2	103	15	0	-14	1.9	0.2	-4	3

(next part)
Under each structure – MC4R antag cAMP	HTR2A ag	ABCB6 inh 2	PDI turbidity	N-glyco inh	Vif imaging	MC4R barr agon	aDG glyco act	CaV13 ICDI inh	H9c2 protect
> CCOC(=O)CC(=O)CSc1ccc2nnc(-c3ccc(C)cc3)n2n1
    7	-2	190	0	-4	-4	0.0	0.1	-8	11
> COc1ccc(C(=O)Oc2ccc3ccc(=O)oc3c2)cc1OC
    2	-5	98	-23	1	-4	-0.2	0.0	-5	6
> CCNc1nc(NC(C)(C)C)nc(N(C#N)CC)n1
    -31	5	102	-1	1	1	-1.0	-0.1	nt	-8
> O=C(Nc1cccnc1)c1cc(S(=O)(=O)N2CCCCC2)c(Cl)cc1Cl
    18	1	97	14	0	27	-0.3	0.2	-7	-1
> Cc1cccc(NC(=O)CN(c2ccc(F)cc2)S(C)(=O)=O)c1
    2	-5	92	-3	2	-9	0.0	0.1	3	-7
> COc1ccccc1NC(=S)Nc1ccc2cn[nH]c2c1
    3	0	99	3	4	-15	-1.5	0.0	1	4
> COCCNC(=O)c1ccc2ccccc2n1
    2	-1	97	3	1	8	-1.4	-0.2	-3	-3
> CCCCNC(=O)C[C@@H]1C[C@@]2(C(=O)OC)CCCCC=C2N(Cc2ccc(Cl)cc2Cl)C1=O
    nt	-2	100	nt	nt	nt	nt	0.0	-11	nt
> O=C(O)COCC(=O)N1CCN(c2cc(C(F)(F)F)nc3ccccc23)CC1
    1	6	99	21	1	-4	-1.2	0.0	-19	1
> Cc1nnc(NC(=O)CC23CC4CC(CC(C4)C2)C3)s1
    18	2	99	nt	-5	-1	0.6	-0.3	-4	-2
> O=C(OCCNC(=O)c1ccc2ccccc2n1)c1ccc(F)cc1
    2	-7	100	-6	3	3	-0.5	0.0	-8	3
> C/C(N)=C(/C#N)C(=O)CSc1nnc(COc2ccccc2Cl)o1
    9&-1	-1&-1	101&100	1&-6	-2&-1	-1&11	1.1&-2.2	-0.3&0.0	-9&-6	-11&-2
> Cc1ccc(CNC(=O)CCC2CCCN(C(=O)c3ccc4c(c3)OCO4)C2)o1 (configuration not stated)
    -3	-6	101	6	-3	0	-3.0	0.1	-5	1
> O=C(Cn1cc(C(=O)c2cccs2)c2ccccc21)NCc1ccc2c(c1)OCO2
    8	-3	98	nt	0	18	-2.4	0.0	-9	6
> CCCNC(=O)CCn1nc(-c2ccccc2)c2ccccc2c1=O
    5	5	95	-4	-2	-8	-0.9	-0.1	nt	-2
> CC(NC(=O)COC(=O)c1cc(NS(=O)(=O)c2ccc(Cl)c([N+](=O)[O-])c2)ccc1O)C1CC2CCC1C2 (configuration not stated)
    12	1	99	15	2	-3	2.6	-0.1	-5	-14
> CC1CC(=O)N(CC(=O)N2CCCC2)c2ccccc2S1 (configuration not stated)
    -3	5	99	-3	0	10	0.3	-0.1	-9	-5
